Arr AP2 block – inhibitors of human beta-arrestin and AP2 interaction. FITC-arrestin peptide / GST-AP2 beads, flow cytometry; AP2 beta2 appendage carries R879A mutation. inhibition, % at 10 µM. actives 0.31% (n = 340,000). AID 504490;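 active = inhibition above a set limit, near 3 SD of compounds lacking own fluorescence, cut at about 54% in these data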;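 also: plate controls were DMSO wells for no effect and 5 µM unlabelled arrestin peptide for full effect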
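system = GST-tagged AP2 beta2-adaptin appendage (R879A) on 4 µm glutathione beads | reagent = FITC-labelled arrestin peptide probe, 50 nM final | schedule = compound with beads 12 min RT, then probe 1 h RT | signal = HyperCyt-sampled flow cytometry, FL1 channel, ex 488/em 535 nm | read-out = percent response from loss of bead-bound FITC fluorescence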
Cardiac RTF inh – cardiac RTF calcium desensitization; IANBD-labeled cardiac RTF, Ca2+ fluorescence; inhibition, % at 7.15 µM; actives 0.12% (n = 340,000);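 active = inhibition above the mean inhibition of all tested compounds plus 3 SD, cut at about 17% in these data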;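 also: assay run at fixed EC70 calcium of 1.6 mM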
CAL PDZ FP-1 – inhibitors of human CAL PDZ peptide binding | inhibition, % at 24.9 µM | purified CAL PDZ, TMR-peptide fluorescence polarization, 1 h | actives 0.92% (n = 300,000) | Q9HD26 | AID 602252;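 active = mean inhibition of at least 30% with at least half of replicates also reaching 30%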;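 also: 0% = DMSO neutral control and 100% = excess unlabeled competitor peptide PRC23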
CAL PDZ FP-2 – blocks peptide binding to human CAL PDZ domain. Q9HD26. purified CAL PDZ, TMR-peptide fluorescence polarization, 1 h. inhibition, % at 20 µM. actives 0.02% (n = 330,000). AID 504414;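 active = highest replicate inhibition of at least 40%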;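 also: plate controls were DMSO neutral control wells for no effect and unlabeled competitor peptide control wells for full effect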
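material = purified tagged CAL PDZ domain construct (CerCALP) | buffer or medium = sodium phosphate/NaCl buffer pH 7.4 with TCEP, IgG, Thesit | reagent = TMR-labelled reporter peptide T*-PRC34 bound in PDZ groove | incubation = 1 h room-temperature incubation prior to read | measured by = fluorescence polarization (mP) | evaluation = percent inhibition from loss of millipolarization | control set = unlabelled peptide and DMSO controls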
LANA DNA inh – KSHV C-LANA DNA binding inhibition; actives 0.078% (n = 340,000); inhibition, % at 9 µM; MBP-C-LANA/FAM-LBS DNA binding, fluorescence polarization;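 active = highest replicate inhibition at or above 60% at 9 µM, even if other replicates fall short; inactive = all replicates below 60% inhibition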;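 also: 0% = neutral control wells and 100% = 4 µM acridine orange control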
NSD2 inh – NSD2 (human) methyltransferase inhibition; O96028; NSD2 peptide methylation, AlphaScreen, 120 min; inhibition, % at 12.5 µM; actives 0.54% (n = 310,000); AID 743445; in the data active = inhibition above about 50%
V-ATPase pHluor – yeast V-ATPase proton transport regulation by pHLuorin | S. cerevisiae, pHLuorin cytosolic pH fluorescence | response, % at 10 µM | actives 0.37% (n = 350,000); in the data active = response mostly above about 7.3%, no sharp cut-off; inactive = mostly below about 5.4%; also: actives read high; inactives centre near 0; some compounds called inactive have numbers as strong as hits
DSG3 Ab inh – inhibitors of pemphigus antibody binding to human desmoglein-3; actives 0.48% (n = 310,000); binding (percent of control), % at 10 µM; DSG3-coupled beads, scFv-anti-DSG3-GFP binding, flow cytometry; active compounds read low;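 active = binding more than 3 SD below its plate's average and above zero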;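 also: hits lower antibody fragment binding to DSG3; some compounds called inactive have numbers as strong as hits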
DAGLB inh – diacylglycerol lipase beta (human) inhibition; Q8NCG7; HEK293T DAGLB membrane lysate, EnzChek fluorogenic substrate; inhibition, % at 5.17 µM; actives 0.059% (n = 340,000); AID 504411; in the data active = inhibition above about 34%;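 also: 0% = enzyme with vehicle and 100% = wells lacking enzyme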
Keap1-Nrf2 PPI – Keap1-Nrf2 (human) interaction inhibition | Keap1 Kelch-Nrf2 peptide fluorescence polarization, 1536-well | inhibition, % at 9.4 µM | actives 0.15% (n = 340,000); in the data active = inhibition above about 12%;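 also: human Keap1 Kelch domain with fluorescein labeled Nrf2 9mer peptide probe; 0% = neutral control wells and 100% = peptide positive control; higher means more block of Keap1 binding to Nrf2 peptide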
Target sequence (Q14145 whole entry, looked up, the tested form may be a part): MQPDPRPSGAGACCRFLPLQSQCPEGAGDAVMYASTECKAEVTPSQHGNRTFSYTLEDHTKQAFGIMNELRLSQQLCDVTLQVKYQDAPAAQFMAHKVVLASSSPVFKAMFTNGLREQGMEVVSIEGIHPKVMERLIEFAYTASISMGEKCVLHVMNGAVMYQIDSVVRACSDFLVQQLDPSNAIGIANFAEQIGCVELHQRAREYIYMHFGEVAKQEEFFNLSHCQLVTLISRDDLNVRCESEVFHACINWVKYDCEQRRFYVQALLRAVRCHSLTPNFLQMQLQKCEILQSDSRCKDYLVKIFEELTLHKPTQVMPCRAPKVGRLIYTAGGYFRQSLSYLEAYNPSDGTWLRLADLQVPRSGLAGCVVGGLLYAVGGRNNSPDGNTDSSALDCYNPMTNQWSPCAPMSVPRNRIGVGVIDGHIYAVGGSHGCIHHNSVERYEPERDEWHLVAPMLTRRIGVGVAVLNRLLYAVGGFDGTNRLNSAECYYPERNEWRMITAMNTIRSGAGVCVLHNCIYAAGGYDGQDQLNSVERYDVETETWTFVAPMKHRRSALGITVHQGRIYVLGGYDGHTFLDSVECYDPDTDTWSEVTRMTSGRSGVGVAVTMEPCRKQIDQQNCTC
* marks the source's active call; other numbers are inactive results; x = not tested or not shown. A portion of the library; rates above refer to the full screens.

SMILES	Arr AP2 block	Cardiac RTF inh	CAL PDZ FP-1	CAL PDZ FP-2	LANA DNA inh	NSD2 inh	V-ATPase pHluor	DSG3 Ab inh	DAGLB inh	Keap1-Nrf2 PPI
Cc1ccc(N(CC(=O)NCc2ccccc2)C(=O)CCC(=O)Nc2ccccn2)cc1	25	8	-6	-1.4	-1.3	-4	0	101	-3	0
CCOc1cc(/C=N/Nc2nc3ccccc3[nH]2)cc(Br)c1OCC(=O)N(C)C	50	-5	2	4.8	1.6	-3	-1	116	2	-3
C/C(=N\NC(=O)c1cccc2ccccc12)c1cccs1	1	-3	-6	-7.2	0.4	0	2	99	-1	0
CCN1CCN(C(=O)CN(c2cc(OC)ccc2OC)S(C)(=O)=O)CC1	32	9	-4	x	-0.5	-4	-6	x	4	-4
COC(=O)c1ccncc1N	-4	-20	6	-1.7	0.7	x	-3	98	-2	1
COc1cc(C(=O)NCCc2c[nH]c3ccccc23)ccc1OCc1c(C)noc1C	5	-2	-4	-0.8	-0.5	1	3	x	0	-6
COc1ccc(Cc2nnc(NN)[nH]c2=O)cc1OC	18	-13	5	-1.4	-0.1	-3	2	85	3	-2
Cc1ccc(NC(=O)CN2C(=O)CCSc3ccc(S(=O)(=O)N4CCCC4)cc32)cc1	9	-4	-8	-1.2	-2.2	0	1	102	2	-9
COc1ccc(S(=O)(=O)Nc2ccc3c(c2)COC3=O)cc1OC	-3	-6	0	-2.1	-1.3	-1	1	99	1	-3
O=C(c1ccccc1)c1ccc(OC(=O)N2CCCC2)cc1	-2	-13	-7	-0.4	0.8	x	-2	x	-6	0
CCc1c(C)sc(NC(=O)/C=C/C(=O)O)c1C(N)=O	-3	-21	x	0.0	1.6	-1	-3	100	0	-1
Cc1cc(O)c(-c2cc(C(=O)NCc3ccc4c(c3)OCO4)[nH]n2)cc1C	9	0	-1	-0.5	-0.8	0	7	82*	-2	-2
CCOc1ccc2nc(NCCCNS(=O)(=O)c3ccc(F)cc3)c(C#N)cc2c1	17	1	x	-0.3	-0.2	-6	-2	93	-4	-6
COc1ccc(S(=O)(=O)CCC(=O)N2CCN(c3cccc(Cl)c3)CC2)cc1	7	-3	-6	-1.8	0.4	3	2	x	4	-4
CNC(=S)NNC(=O)COc1ccc(C)c(C)c1	13	0	4	0.6	0.4	-2	4	85	1	-5
O=C(COC(=O)c1ccc[n+]([O-])c1)Nc1ccc([N+](=O)[O-])cc1Cl	24	-8	x	-0.3	0.1	-1	5	96	-2	5
O=C(N/C=N/O)C(c1ccccc1)c1ncc(C(F)(F)F)cc1Cl (stereo not given)	34	-3	2	0.2	-2.5	5	0	94	0	-2
CCOC(=O)[C@H]1[C@H]2COc3ccc(OC)cc3[C@@H]2N2C(=O)c3ccc(Cl)cc3NC(=O)[C@@]12C	-4	7	-5	-0.1	-0.7	x	8	103	-2	-7
CSc1ccccc1NC(=O)CN(C)C(=O)Cn1c(=O)oc2ccccc21	1	-6	-3	-1.8	0.6	-1	-1	100	-1	1
Cc1ccc(/C=C/C(=O)N2CCN(S(=O)(=O)c3ccc(C)c(C)c3)CC2)o1	-4	-11	1	-0.4	0.1	-1	1	81	4	-14
O=C(Nc1ccc(F)cc1)/C(Cl)=C/c1ccccc1	-7	5	4	-0.8	-0.6	2	-3	98	-10	-4
O=C(c1ccc(Cl)c(S(=O)(=O)N2CCCCCC2)c1)N1CCCCC1	-1	6	0	-3.1	-0.3	-1	3	109	0	-5
CCc1ccc(Nc2nnc(SCC(=O)NC(=O)c3cccn3C)s2)cc1	21	-2	-3	-1.5	1.1	0	3	86	1	0
Cc1ccc(CNC(=O)C2CCCN(c3cnccn3)C2)cc1 (stereo not given)	-1	-5	x	-3.9	-0.8	1	-5	103	1	-3
Cc1ccc(-c2cnn(-c3cccc(C(F)(F)F)c3)c2N)cc1	-8	0	1	2.3	-0.1	1	-5	98	-8	-6
COc1ccc2nc(NC(=O)c3ccc4ncsc4c3)sc2c1	5	-1	x	-1.6	0.0	x	1	96	1	-3
O=C(N/N=C/c1c[nH]c2ccccc12)c1ccccc1Cl	4	-2	11	-0.3	3.5	1	-4	99	1	0
CCN(CC)CCn1c(NS(=O)(=O)c2ccc(Cl)cc2)nc2ccccc21	54	4	-1	-0.9	-9.2	0	-2	97	1	-3
S=c1[nH]nc(-c2cc3c(s2)-c2ccccc2CC3)o1	10	2	-5	1.1	-1.6	-31	4	101	11	-1
CN(CCNC(=O)c1c[nH]c2c1ccc1ccccc12)CCNC(=O)c1c[nH]c2c1ccc1ccccc12	-9	-4	0	-2.7	-1.0	2	0	x	2	-4
COC(=O)/C=C1\S/C(=N\N=C\CC(=O)OC)NC1=O	2	7	x	-1.0	-0.3	-5	1	112	3	-4
Cc1cc(C)cc(OCC(=O)N/N=C/c2ccc([N+](=O)[O-])o2)c1	18	-11	-3	0.2	0.4	-1	2	90	0	-5
Cc1nc(C(=O)NCc2ccccc2)sc1C1(C)CC(c2cccc([N+](=O)[O-])c2)=NO1 (stereo not given)	-1	-4	3	-0.7	-2.6	x	-1	99	-7	-1
CCCN1CCC(NCc2cn(C)nc2-c2ccc(Oc3ccccc3)cc2)CC1	-1	0	5	-0.1	-1.0	6	-2	104	-2	0
O=C(Cn1c(CC(=O)N2CCCC2)nc2ccccc21)NCc1ccccc1	21	-3	-2	-1.4	0.4	-9	0	x	-4	2
COc1ccc(C(=O)Nc2ccc(S(=O)(=O)Nc3nccc(C)n3)cc2)cc1	-5	-6	7	-0.6	0.1	-3	2	112	-1	5
C=C(C)C(=O)N1CC2(CC(c3cccc(NC(=O)COc4ccc(Cl)cc4)c3)=NO2)C[C@@H]1C(N)=O (stereo not given in full)	4	3	-1	-0.4	-2.9	x	-3	100	0	-5
CC1CN(C(=O)CCCN2C(=O)c3ccccc3C2=O)CC(C)O1 (stereo not given)	27	-1	4	-0.2	0.4	1	0	97	0	-3
CCN(CC)C(=O)c1sc2nc(-c3ccccc3)ccc2c1N	3	0	7	-1.8	-1.4	-14	2	114	-1	-9
COCCCNCCOc1cc(C(C)C)ccc1C	-6	-14	0	x	0.0	3	1	x	-1	0
O=C(O)c1ccc(Nc2cnc3ccccc3n2)cc1	6	-7	3	-2.1	1.3	0	-3	104	2	0
C=CCn1c(SCC(=O)c2c(N)n(C)c(=O)n(C)c2=O)nc2sc(C)c(C)c2c1=O	-8	-8	x	0.4	-0.1	-5	-4	90	0	-5
Cc1cccc2c(CCNC(=O)c3ccc([N+](=O)[O-])cc3)c[nH]c12	0	-4	-1	-0.5	-1.9	3	1	128	-1	-2
CCOc1cc2c(cc1OC)C(c1cccc([N+](=O)[O-])c1)NCC2 (stereo not given)	28	-7	-2	-1.9	-1.2	-24	0	104	3	-2
Cc1ccc2c(c1)c1ncnc(N3CCN(c4ccccc4)CC3)c1n2C	8	2	-3	-1.1	-0.2	-1	9	106	-2	-2
CC(O)C(NC(=O)OCc1ccccc1)C(=O)OCc1ccccc1 (stereo not given)	4	-3	-4	0.2	-2.7	0	3	112	4	-3
O=C(NCCc1ccc(Cl)cc1)C1CCCO1 (stereo not given)	-9	-2	-6	1.1	0.4	0	-1	112	-4	1
O=C(c1ccccn1)N(Cc1ccco1)C1(C(=O)NC2CCCCC2)CCCCC1	16	3	x	-1.3	-1.0	0	-1	x	-3	0
CN(CC(=O)Nc1ccc(OC(F)(F)F)cc1)C(=O)C1CCC1	0	4	16	-0.1	0.5	-1	0	98	-1	0
O=C(Nc1ccon1)C1CCN(S(=O)(=O)c2cccs2)CC1	12	-2	-2	-0.2	-2.8	x	-2	x	-3	2

The list continues.
SMILES	Arr AP2 block	Cardiac RTF inh	CAL PDZ FP-1	CAL PDZ FP-2	LANA DNA inh	NSD2 inh	V-ATPase pHluor	DSG3 Ab inh	DAGLB inh	Keap1-Nrf2 PPI
Cc1ccc(CNC(=O)Nc2ccccc2)c(C)c1	23	-12	1	-1.1	-0.9	0	2	104	-5	6
COc1ccc(C2C=C(c3ccccc3)Nc3nnnn32)cc1 (stereo not given)	29	-16	9	0.4	4.7	-1	-4	97	-8	-1
CCc1nn(C(CC)C(=O)NCc2cccs2)c(=O)c2cc3occc3n12 (stereo not given)	-24	-6	x	-0.3	1.4	-6	1	101	0	2
COc1ccc(CCN2C(=O)CN=C2Nc2ccc(F)cc2)cc1OC	35	1	-2	-0.4	0.9	-15	-2	97	0	0
Cc1ccccc1S(=O)(=O)Cc1ccc(C(=O)NCCCN2CCN(C)CC2)o1	19	-8	-13	-5.4	-1.8	1	7.6*	102	2	1
COc1ccc(Br)cc1C(=O)NC(=S)Nc1c(C)n(C)n(-c2ccccc2)c1=O	31	0	0	-0.9	-2.0	-3	-3	103	-3	0
COc1ccc(C(=O)NC2CCN(C(=S)Nc3cc(C)cc(C)c3)CC2)cc1	-1	-2	1	-0.6	2.0	-1	3	108	0	-6
COc1cc(NC(=O)C2=COCCO2)c(OC)cc1Cl	7	-3	0	-2.6	0.2	-5	0	102	2	-6
COc1ccc(N2Cc3cccc(C(=O)N4CCN(C(=O)c5ccco5)CC4)c3C2=O)cc1	6	1	-6	-0.7	0.7	x	-1	98	3	0
O=c1[nH]c(C2CCN(S(=O)(=O)c3cccc(Cl)c3)CC2)nc2c1nnn2Cc1ccccc1	0	12	-1	-2.2	-1.1	-4	5	105	4	-2
Cc1ccc(NC(=O)C2CCCN(S(=O)(=O)c3c(C)noc3/C=C/N(C)C)C2)cc1F (stereo not given)	24	-6	x	-2.2	2.5	x	8	100	6	-6
C[C@H]1CC[C@@]2(O[C@@H](CCO)C[C@H](O)[C@H]2O)O1	3	-7	-1	-0.1	-2.9	x	-4	102	-2	-2
Cc1ccccc1OCC(=O)N=Nc1c(O)n(C)c2ccccc12	-2	-3	-6	-1.4	1.4	-1	-6	91	1	-4
COc1ccc(C2=NN(C(=O)c3cccs3)C(c3ccccc3O)C2)cc1 (stereo not given)	4	-9	-2	-3.5	0.9	-2	-1	106	1	0
CC(C)c1nc2cc(C(=O)N(C)C3CCOCC3)ccc2o1	-10	-2	43*	-1.0	1.9	2	2	113	2	-4

Two entries from above, set out differently:
> C[C@H]1CC[C@@]2(O[C@@H](CCO)C[C@H](O)[C@H]2O)O1
  Arr AP2 block: 3; Cardiac RTF inh: -7; CAL PDZ FP-1: -1; CAL PDZ FP-2: -0.1; LANA DNA inh: -2.9; NSD2 inh: x; V-ATPase pHluor: -4; DSG3 Ab inh: 102; DAGLB inh: -2; Keap1-Nrf2 PPI: -2

> Cc1ccccc1OCC(=O)N=Nc1c(O)n(C)c2ccccc12
  Arr AP2 block: -2; Cardiac RTF inh: -3; CAL PDZ FP-1: -6; CAL PDZ FP-2: -1.4; LANA DNA inh: 1.4; NSD2 inh: -1; V-ATPase pHluor: -6; DSG3 Ab inh: 91; DAGLB inh: 1; Keap1-Nrf2 PPI: -4

Compound activity deposited in PubChem BioAssay by several laboratories.
